# Compound activity as filed in PubChem.
# GALK inh: galactokinase (human) inhibition; actives 0.007% (n = 270,000); Potency, µM (titrated, usually from 57.5 µM), without a hit: top-dose activity change, negative = inhibition, hits mostly inhibitors; Purified GALK, Kinase-Glo residual ATP luminescence; P51570; note: potency is the fitted concentration of half-maximal effect; % is set by controls: 0 for no effect and ±100 for the full control effect
# Target sequence (P51570 whole entry, looked up): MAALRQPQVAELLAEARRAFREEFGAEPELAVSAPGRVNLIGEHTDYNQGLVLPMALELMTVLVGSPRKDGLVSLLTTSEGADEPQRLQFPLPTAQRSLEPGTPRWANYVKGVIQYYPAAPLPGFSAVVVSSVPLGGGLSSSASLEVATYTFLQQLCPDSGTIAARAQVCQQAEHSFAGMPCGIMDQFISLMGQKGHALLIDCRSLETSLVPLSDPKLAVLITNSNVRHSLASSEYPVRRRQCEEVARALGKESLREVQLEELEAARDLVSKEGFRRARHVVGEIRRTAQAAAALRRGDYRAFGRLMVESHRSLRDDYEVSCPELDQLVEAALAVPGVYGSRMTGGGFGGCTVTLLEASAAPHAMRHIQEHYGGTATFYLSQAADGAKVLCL
#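 GALK at 5 nM final was combined with compound, 35 uM ATP and 100 uM galactose in HEPES pH8.0 with MgCl2 and DTT. The reaction ran one hour at room temperature before luminescent ATP detection.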
# TSG101-PTAP inh: blocks PTAP/TSG101 interaction to inhibit HIV-1 budding | Q99816 | Fluorescence polarization, FITC-PTAP peptide / Tsg101 binding | Potency, µM (doses to about 115 µM), without a hit: at the top dose activity change, negative = inhibition, most hits filed as inhibitors | 340,000 tested, under 10 active | AID 493005; active = well fitted inhibition curve with a large enough effect in the main read-out, with a control signal flat, not every such curve was filed as active; inconclusive = small, poorly fitted or top-dose-only effect, or effect the other way, or a change in a side signal; inactive = no such curve, though single readings can be large or run the other way; note: potency is the fitted concentration of half-maximal effect; % of control where 0% means no effect
#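 Tsg101 binding domain (10 uM final) was mixed with compound and a FITC-labeled PTAP peptide (50 nM final) in HEPES pH 7.5 buffer with NaCl, Tween 20, EDTA and TCEP; fluorescence polarization was read after 20 min at r.t.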
# a7 integrin act: activators of alpha7 integrin expression for muscular dystrophy; AID 624291; alpha7betagal myoblasts, beta-gal FDG fluorescence, 48 h; Potency, µM (series often up to 38.3 µM), inactives show at the top dose activation, most hits filed as activators; actives 0.064% (n = 350,000);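 note: potency is the fitted concentration of half-maximal effect; 100% = response of the positive control SU9516; nearly all actives have a fitted effect of over 60% in size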
#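 Alpha7betagal+/- myoblasts (passage 13) were plated 16-24 hr, then exposed to compounds (1:260 dilution of DMSO stock) for 48 hours at 37C. After MPER lysis, β-galactosidase reporter activity was read as FDG fluorescence (ex 480/em 540) after 30 minutes.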
# Tb PFK inh: blocks T. brucei phosphofructokinase. O15648. T. brucei PFK, ADP-Glo luminescence. Potency, µM (titrated, usually from 57.5 µM), without a hit: at the highest dose activity, negative = inhibition, usual class: inhibitors. actives 0.17% (n = 330,000);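 note: potency is the fitted concentration of half-maximal effect; 0% = uninhibited 1x PFK enzyme wells and -100% = no-enzyme wells; nearly all actives have a fitted effect of over 60% in size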
#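 1.25 nM PFK with 0.5 mM F6P and 0.1 mM ATP in 0.1 M TEA pH 8.0, 5 mM MgCl2, incubated 45 min at room temperature; ADP measured by ADP-Glo luminescence; compounds titrated up to 57 uM.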
# B2AR arrestin: recruits beta-arrestin to the human beta2-adrenergic receptor; beta-arrestin recruitment to beta2AR, cell-based reporter; P07550; Potency, µM (series often up to 46.1 µM), inactives show top-dose activation, usual class: activators; actives 0.02% (n = 330,000);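 note: potency is the fitted concentration of half-maximal effect; 0% = DMSO controls and full agonism = EC100 isoproterenol or metaproterenol; nearly all actives have a fitted effect of over 65% in size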
# BCR signal inh: blocks chronic active B-cell receptor signaling; actives 0.05% (n = 340,000); ABC-DLBCL IkBa-CBG/CBR reporter, luminescence ratio, 4 h; Potency, µM (series often up to 46.1 µM), for the others: at the top dose ratio change, negative = lower green/red ratio, most hits filed as inhibitors; active = well fitted inhibition curve with a large enough effect in the signal ratio, with a control signal flat, not every such curve was filed as active; inconclusive = small, poorly fitted or top-dose-only effect, or effect the other way, or a change in a side signal; the % refers to the signal ratio;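 note: potency is the fitted concentration of half-maximal effect; plate controls were basal doxycycline-induced cells for no effect and cells given 10 µM MG132 for full effect; MG132 reads +100%, hits lower the ratio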
#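 TMD8 ABC-DLBCL cells carrying doxycycline-inducible green luciferase fused to IkappaBalpha plus unfused red luciferase were exposed to compounds (up to 46 uM) for 4 hrs at 37C. Activity came from the overlap-corrected green/red luminescence ratio.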
# Menin MLL FP TR: menin-MLL binding inhibition, Texas Red mutant peptide; O00255; Menin + Texas Red MLL mutant peptide, fluorescence polarization; actives 0.23% (n = 270,000); Potency, µM (top dose mostly 61.6 µM), for inactives: top-dose FP activity change, negative = inhibition, most hits filed as inhibitors; active = well fitted inhibition curve with a large enough effect in the polarisation, with a control signal flat, not every such curve was filed as active; inconclusive = small, poorly fitted or top-dose-only effect, or effect the other way, or a change in a side signal; inactive = no such curve, though single readings can be large or run the other way; the % refers to the polarisation; note: potency is the fitted concentration of half-maximal effect; % of control where 0% means no effect; many of its hits are not listed in these tables
# Target sequence (O00255 whole entry, looked up): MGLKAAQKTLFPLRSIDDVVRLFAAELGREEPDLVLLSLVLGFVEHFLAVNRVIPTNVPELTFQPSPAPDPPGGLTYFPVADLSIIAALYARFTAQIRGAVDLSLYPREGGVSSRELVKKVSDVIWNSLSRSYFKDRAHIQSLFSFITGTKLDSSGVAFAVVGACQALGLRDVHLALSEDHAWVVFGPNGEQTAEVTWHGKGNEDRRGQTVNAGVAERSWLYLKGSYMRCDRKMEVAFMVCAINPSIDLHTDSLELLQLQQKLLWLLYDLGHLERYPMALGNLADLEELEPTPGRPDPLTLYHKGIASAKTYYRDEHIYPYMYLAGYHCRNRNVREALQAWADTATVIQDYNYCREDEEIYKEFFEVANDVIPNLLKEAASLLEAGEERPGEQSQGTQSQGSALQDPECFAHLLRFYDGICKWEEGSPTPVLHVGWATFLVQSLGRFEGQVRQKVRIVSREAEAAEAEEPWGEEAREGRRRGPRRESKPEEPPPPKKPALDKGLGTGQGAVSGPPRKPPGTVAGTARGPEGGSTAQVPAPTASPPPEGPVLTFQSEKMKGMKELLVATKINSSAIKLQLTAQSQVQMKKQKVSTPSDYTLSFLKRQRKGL
# ASM inhibitor: inhibitors of human secretory acid sphingomyelinase. P17405. placental ASM, HMU-PC fluorogenic substrate, 60 min. Potency, µM (titrated, usually from 57.5 µM), for the others: at the highest dose activity change, negative = inhibition, usual class: inhibitors. actives 0.006% (n = 340,000). AID 504937; note: potency is the fitted concentration of half-maximal effect
#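 HMU-PC0 cleavage (9 uM final) by human placental ASM, 60 min at 37 °C following 10 min compound exposure at RT; stopped at pH 10, fluorescence Ex 386/Em 447 nm.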
# PKM2 activator: PKM2 (human) enzyme activation; AID 1631; purified PKM2, Kinase-Glo ATP luminescence, activation; response scale: 0% is enzyme alone, no compound; Potency, µM (titrated, usually from 57.5 µM), inactives show at the top dose activation, actives largely listed as activators; actives 0.34% (n = 260,000); note: potency is the fitted concentration of half-maximal effect; % is set by controls: 0 for no effect and ±100 for the full control effect; nearly all actives have a fitted effect of over 55% in size
#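 ATP formation by purified human PK-M2, quantified via coupled luciferase luminescence after 1 h at room temperature with 0.1 mM ADP and 0.5 mM PEP final.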
# Giardia killer: kills Giardia lamblia. Giardia lamblia trophozoite viability. activity change, % at 7.66 µM, hits read low. actives 0.15% (n = 340,000). AID 540267; in the data active = activity change below about -80%; inconclusive = between about -30% and that limit;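 note: parasites exposed to compound for two days anaerobically before the ATP read; % is set by controls: 0 for no effect and ±100 for the full control effect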
#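 Killing of trophozoites was scored by loss of ATP luminescence after a 48 hrs anaerobic exposure to compounds at 37 deg C, using 100 cells per well.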
# FBPA coupling cs: inhibits coupling enzyme system, counter-screen for aldolase hits. activity change, negative = inhibition, % at 58.2 µM, hits read low. actives 0.67% (n = 290,000). coupling enzyme system counterscreen, AmpLite Red fluorescence; in the data active = activity change below about -30%; note: % is set by controls: 0 for no effect and ±100 for the full control effect
#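 Final compound at 57.5 uM, incubated 10 min at RT with coupling enzyme reagent (glyceraldehyde-3-phosphate), then 20 min with substrate and AmpLite Red detection. Fluorescence read at 525/598 nm; tests interference with the coupling assay, not aldolase inhibition.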
# * hit, by the source's call; ? = inconclusive; nt = not tested or not shown; [ ] = dose if it differs, or a comment. Unless noted, calls come from the whole dose curve; as a rule, active = well fitted curve in the direction sought with a large enough effect; inconclusive = small, poorly fitted or top-dose-only effect, or another doubt; inactive = no such curve, though single readings can be large; an effect the other way counts as inactive or inconclusive.
SMILES,GALK inh,TSG101-PTAP inh,a7 integrin act,Tb PFK inh,B2AR arrestin,BCR signal inh,Menin MLL FP TR,ASM inhibitor,PKM2 activator,Giardia killer,FBPA coupling cs
CC(C)CN(C(=O)c1ccc(Br)o1)C1CCS(=O)(=O)C1 (centres undefined),nt,-2%,15%,-3%,-0.1%,-6%,nt,1%,nt,11,nt
CC(C)(C)OC(=O)[C@H](Cc1ccccc1)NC(=O)c1nc[nH]c1C(=O)NCC(=O)OCc1ccccc1,nt,-5%,5%,1%,-0.2%,15%,18%,-12%,1%,11,-2
N#Cc1c(Cl)nc2c(c1C#N)CCCC2,-3%,-4%,-14%,-4%,-0.3%,13%,nt,14%,1%,-13,3
Cc1cc(NC(=O)CSc2ncn[nH]2)no1,0%,-1%,17%,2%,0.1%,4%,2%,3%,1%,-8,0
O=C(c1ccccc1F)N1C(=O)c2cccc3cccc1c23,2%,-1%,?,-2%,0.1%,-10%,?,19%,-12%,3,-9
N#C/C(C(N)=O)=C1/SC=C(c2ccccc2)N1c1ccccc1,-3%,-1%,18%,0%,-1.1%,-24%,nt,8%,-3%,7,-2
CCN(Cc1cc2cc(OC)ccc2[nH]c1=O)C(=O)c1ccncc1,1%,-5%,-15%,0%,-0.2%,-13%,4%,26%,0%,6,3
COc1cc(/C=N/n2c(=S)[nH]nc(C)c2=O)cc([N+](=O)[O-])c1O,0%,-3%,?,11%,0.0%,5%,-8%,-4%,3%,-7,5
CCc1ccc(N=C2N=C(N)c3ccccc32)cc1,5%,-7%,9%,-2%,0.1%,-19%,-2%,-8%,6%,-7,2
Cc1noc(C)c1C(=O)NCCCN1CCCC1=O,-3%,-1%,-3%,-4%,-0.4%,5%,9%,7%,-1%,-4,3
NC(=O)c1cc(S(=O)(=O)N2CCCC2)ccc1OCc1ccc(F)cc1,0%,0%,1%,0%,0.0%,0%,-22%,0%,8%,-11,-4
CCSc1nc(N)c2c3c(sc2n1)CCC3,9%,-1%,17%,3%,0.1%,?,-4%,0%,-3%,13,0
Cc1c(C(=O)O)sc2[nH]c(=O)n(Cc3ccccc3)c(=O)c12,6%,-3%,0%,-1%,-0.5%,?,3%,3%,nt,0,12
COc1cc(NC(=O)/C=C/c2ccccc2)c(C(=O)O)cc1OC,0%,1%,-13%,1%,-1.1%,?,nt,6%,3%,-15,-7
Cc1cccc(-c2cc3c(nn2)-c2ccccc2C3=O)c1,3%,-2%,17%,0%,0.5%,-3%,nt,-13%,-28%,?,-13
CCOc1cc(/C=N/NC(=O)NN(C)c2ncc(C(F)(F)F)cc2Cl)ccc1O,-3%,0%,10%,-3%,4.2%,?,-1%,-1%,-2%,-16,2
CN(Cc1cnn(Cc2ccccc2)c1)C(=O)CN=C1NS(=O)(=O)c2ccccc21,nt,-6%,-14%,0%,-0.2%,1%,nt,-1%,nt,0,nt
COCCN(C(=O)CCC(=O)Nc1cc(C)on1)C(C(=O)NC(C)(C)C)c1cccc(OC)c1OC (centres undefined),-3%,-4%,14%,1%,-0.1%,5%,-9%,-3%,nt,5,3
CCCCC(=O)Nc1nnc(S(=O)(=O)N2CCCCCC2)s1,-5%,-1%,-31%,3%,-0.2%,1%,nt,3%,nt,-20,nt
C=CCC(C(=O)OC)(C(=O)OC)c1ccc([N+](=O)[O-])cn1,-3%,-4%,22%,2%,-0.1%,0%,-1%,-7%,5%,17,1
CCCn1c(/N=C/c2c[nH]c3ccccc23)nc2ccccc21,-8%,-9%,-9%,1%,-1.2%,-13%,15%,-20%,2%,-2,-3
O=C(CCN1CCOCC1)Nc1cc(C(=O)Nc2ccc(Cl)cc2)ccc1N1CC2CC(C1)c1cccc(=O)n1C2 (centres undefined),-6%,-4%,-31%,-4%,-0.2%,1%,0%,-3%,nt,-7,1
Cc1nn(CC(=O)NCC2CCCO2)c(=O)c2cc3ccccc3n12 (centres undefined),1%,-4%,12%,-10%,-0.3%,0%,-19%,-3%,nt,13,-4
O=C(CSc1nc(=O)n2cc(Cl)ccc2n1)Nc1ccc2c(c1)OCO2,nt,-3%,-32%,0%,-0.1%,1%,nt,-1%,nt,9,nt
Cc1ccc(NC(=S)N2CCN(Cc3ccccc3)CC2)c(C)c1,0%,1%,-2%,2%,0.1%,0%,-8%,-3%,-12%,-5,-4
C[N+]1(CC2COC3(CCCCC3)O2)CCCCC1 (centres undefined),5%,-3%,37%,0%,-1.0%,?,nt,6%,-4%,-4,0
O=C(/C=C/c1ccc(Cl)cc1)c1cccnc1,0%,0%,-45%[inhibitor],-7%,-0.2%,?,1%,-1%,21%,6,2
CC(SCc1ccccc1)C(=O)Nc1ccc(F)cc1 (centres undefined),2%,-2%,?,-6%,0.5%,?,-3%,2%,12%,3,0
O=C(CCC(=O)Nc1cccc([N+](=O)[O-])c1)N/N=C/c1cccs1,0%,-5%,-18%,-5%,0.2%,?,nt,-1%,nt,-6,nt
O=C(CSc1nnc(CCCN2C(=O)c3cccc4cccc(c34)C2=O)n1-c1ccccc1)NCCCN1CCOCC1,nt,1%,-9%,-1%,-0.5%,?,-3%,1%,1%,12,1
COc1ccc(N(CC(=O)NC2CCCC2)C(=O)CS(=O)CC(=O)Nc2ccc3c(c2)OCO3)cc1 (centres undefined),10%,-6%,9%,4%,-0.1%,-1%,0%,2%,5%,4,1
O=C(CN1C(=O)CNC1=O)Nc1cc(Cl)cc(Cl)c1,nt,-1%,-17%,-2%,-1.8%,4%,nt,5%,nt,22,nt
O=C(NCS(=O)(=O)c1ccccc1)c1ccccc1,3%,-4%,2%,3%,-1.1%,?,4%,5%,-5%,-14,2
N#Cc1ccsc1NC(=O)C1CC(=O)N(Cc2ccccc2)C1 (centres undefined),nt,-1%,0%,-2%,0.2%,1%,nt,-1%,nt,12,nt
Cc1ccc(C)c(S(=O)(=O)N2CCCCC2CCNC(=O)C(=O)NC2CCCC2)c1 (centres undefined),nt,-1%,-16%,0%,-2.0%,1%,nt,5%,nt,-2,nt
COc1ccc(S(=O)(=O)N2CCN(CCC(=O)Nc3ccccc3F)CC2)cc1,1%,-8%,-14%,1%,-0.1%,8%,nt,0%,0%,8,4
O=C(Nc1ccccc1Br)c1c(F)cccc1Cl,-2%,2%,26%,2%,-0.2%,0%,14%,-4%,8%,33[activator],-1
Cc1cc([N+](=O)[O-])nn1CCCC(=O)NCc1ccc(F)cc1,0%,-4%,1%,5%,-0.7%,?,-10%,1%,3%,3,4
O=C(Nc1cccc(Cl)c1)N(Cc1nc2ccccc2c(=O)[nH]1)C1CCCC1,5%,-6%,7%,-4%,-0.3%,?,2%,-6%,11%,-3,9
O=C(c1ccc2c(c1)OCO2)N1CCN(C(=O)c2ccco2)CC1,1%,-1%,-4%,-2%,-0.1%,3%,4%,2%,-6%,7,5
COc1ccc(-c2nn(-c3ccccc3)cc2C(=O)O)cc1,1%,-6%,14%,3%,0.7%,?,-1%[11.7 µM],7%,-16%,8,3

# Not all compounds are listed; the hit share may differ from the screen's.
